Arr AP2 block: inhibitors of beta-arrestin/AP2 binding, primary screen, biochemical, GPCR trafficking, flow cytometry | beta-arrestin 1 C-terminal peptide binding to AP2 beta2-adaptin appendage (human) | inhibition, % at 10 µM | FITC-arrestin peptide / GST-AP2 beads; AP2 beta2 appendage carries R879A mutation | hit rate 0.31% among 340,000;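 active = inhibition above a set limit, near 3 SD of compounds lacking own fluorescence, cut at about 54% in these data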;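 also: plate controls were DMSO wells for no effect and 5 µM unlabelled arrestin peptide for full effect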
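test system = AP2 appendage R879A on GSH beads | buffer or medium = PBS plus Tween 20 (0.05%) and BSA (0.1%) | incubation = 12 min plus 1 h, RT | detection = bead flow cytometry, FITC channel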
PKA-R1A act: activators of PKA-R1A holoenzyme, primary screen, biochemical, fluorescence polarization, Cy5-IP20, bovine R1A, mouse PKAc; cAMP-dependent protein kinase type I-alpha regulatory subunit (Bos taurus) + …; PKA-R1A dissociation; scaled: DMSO 0%, 113 µM cGMP 100%; activation, % at 11.4 µM; hit rate 0.083% among 340,000; AID 504707, 2011;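 active = percent activation above the mean of all tested compounds plus 3 SD, cut at about 19% in these data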;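 also: higher means more PKAc released from R1A so a rise in polarization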
MOR-DOR inv ag: inverse agonists of MOR-DOR heterodimerization, primary screen, cell-based, luminescence. hit rate 0.21% among 340,000. cell-based MOR-DOR heterodimer luminescence, inverse agonism. inhibition, % at 9.3 µM. Mu-type opioid receptor (Homo sapiens) + Delta-type opioid receptor (Homo sapiens), …. AID 504357, 2011; in the data active = inhibition above about 22%, passing the limit was not always enough;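 also: 0% = cells with DMSO and 100% = wells without cells with DMSO; values of inactives mirror those of a sister screen read the other way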
OPRM1-OPRD1 ag: agonists of OPRM1-OPRD1 heterodimerization, primary screen, cell-based, luminescence. hit rate 0.3% among 340,000. cells. AID 504326, 2011. activation, % at 9.3 µM; in the data active = activation above about 18%;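 also: 0% = vehicle-treated cells and 100% = reference agonist; values of inactives mirror those of a sister screen read the other way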
Tat export inh: E. coli Tat export inhibitors, primary screen, MC4100, TorA-mCherry reporter, fluorescence, single point. AID 488895, 2010. hit rate 0.036% among 340,000. inhibition, % at 10 µM;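 active = mean replicate inhibition at least 50% and at least half of replicates individually reaching 50%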;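 also: exported cargo escapes ClpAP degradation while cytoplasmic cargo is degraded and loses fluorescence; 0% = median of neutral control wells and 100% = median of NaSCN control wells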
SUMO Mot1 rescue: yeast Mot1-301 growth rescue at high temperature, primary screen, SUMOylation pathway inhibitor project, S. cerevisiae, ATP luminescence, 38.5C; S. cerevisiae Mot1-301 growth rescue; percent above DMSO median, 100 means doubled; growth rescue, % at 18.8 µM; hit rate 1% among 320,000; AID 2716, 2010;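 active = every valid replicate shows activation above 250% relative to neutral control wells; inactive = the rest, any valid replicate at or below 250%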;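 also: OY570 slx delta 5 strain wells were the positive control but not used for scaling; some compounds called inactive have numbers as strong as hits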
PfHsp90 set2: growth inhibition of PfHsp90-expressing yeast, primary screen, antimalarial PfHsp90 inhibitor project, S. cerevisiae, BacTiter-Glo luminescence, single point, set 2 | BacTiter-Glo ATP, 48 h; yeast lacking PDR1 and PDR3 efflux regulators | hit rate 0.32% among 310,000 | inhibition, % at 9.4 µM;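 active = every replicate shows inhibition above about 80%, whatever the replicate mean, limit read from the data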;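 also: 0% = DMSO neutral controls and 100% = 20 µM radicicol positive controls; yeast relying on Plasmodium falciparum Hsp90 in place of its own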
E coli growth: E. coli V3065 growth inhibition, primary screen, counter-screen for AddAB inhibitor project, absorbance, OD600 | AID 449728, 2010 | inhibition, % at 11.9 µM | 18 h | hit rate 0.27% among 330,000;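 active = inhibition above the campaign's mean inhibition across all tested compounds plus 3 SD, cut at about 9.9% in these data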;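 also: uninfected addAB+ strain grown without phage in ampicillin broth; 0% = DMSO wells and 100% = ciprofloxacin 0.95 µg/ml wells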
phage Ecoli inh: growth loss of phage-infected E. coli, primary screen, RecBCD inhibitor project, absorbance, with phage, HTS. hit rate 0.26% among 360,000. inhibition, % at 11.9 µM. AID 651602, 2012; in the data active = inhibition above about 11%
DSG3 Ab inh: inhibitors of pemphigus antibody binding to DSG3, primary screen, biochemical, bead-based, flow cytometry, scFv-GFP | Desmoglein-3 (Homo sapiens), P32926 | DSG3-coupled beads, scFv-anti-DSG3-GFP binding; active compounds read low | binding (percent of control), % at 10 µM | hit rate 0.48% among 310,000;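 active = binding more than 3 SD below its plate's average and above zero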;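 also: hits lower antibody fragment binding to DSG3; some compounds called inactive have numbers as strong as hits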
Target sequence (P32926 whole entry, looked up, the tested form may be a part): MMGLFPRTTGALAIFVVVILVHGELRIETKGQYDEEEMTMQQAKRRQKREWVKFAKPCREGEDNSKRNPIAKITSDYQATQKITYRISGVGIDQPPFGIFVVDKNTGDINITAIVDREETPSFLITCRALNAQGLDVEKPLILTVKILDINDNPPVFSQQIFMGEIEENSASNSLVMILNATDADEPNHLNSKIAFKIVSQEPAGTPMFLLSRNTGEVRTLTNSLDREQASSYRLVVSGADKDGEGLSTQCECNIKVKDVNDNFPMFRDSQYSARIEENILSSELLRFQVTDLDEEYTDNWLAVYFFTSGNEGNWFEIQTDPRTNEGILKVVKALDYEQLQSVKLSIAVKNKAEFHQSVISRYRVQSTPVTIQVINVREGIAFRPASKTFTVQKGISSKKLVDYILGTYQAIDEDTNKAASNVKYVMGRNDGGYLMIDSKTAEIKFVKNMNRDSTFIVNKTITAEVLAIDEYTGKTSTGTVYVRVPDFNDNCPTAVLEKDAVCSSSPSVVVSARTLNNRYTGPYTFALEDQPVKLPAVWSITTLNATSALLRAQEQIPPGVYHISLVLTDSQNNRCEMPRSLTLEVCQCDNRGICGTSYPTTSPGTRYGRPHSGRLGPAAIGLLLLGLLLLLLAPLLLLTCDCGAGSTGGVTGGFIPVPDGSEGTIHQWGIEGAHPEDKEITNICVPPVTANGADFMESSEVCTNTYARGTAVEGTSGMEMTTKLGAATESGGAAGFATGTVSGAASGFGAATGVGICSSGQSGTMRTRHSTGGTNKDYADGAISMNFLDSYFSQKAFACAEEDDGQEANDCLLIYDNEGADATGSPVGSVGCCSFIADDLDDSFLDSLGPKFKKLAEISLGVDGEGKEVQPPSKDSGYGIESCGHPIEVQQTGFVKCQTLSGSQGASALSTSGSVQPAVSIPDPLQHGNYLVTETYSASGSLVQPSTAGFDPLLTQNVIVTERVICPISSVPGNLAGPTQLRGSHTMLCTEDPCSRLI
AddAB inh: growth inhibition of E. coli expressing H. pylori AddAB, primary screen, AddAB inhibitor project, absorbance. inhibition, % at 11.9 µM. hit rate 0.29% among 330,000; in the data active = inhibition above about 12%;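 also: 0% = vehicle wells of infected cells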
Numbers without * were called inactive.

For C[C@@H](CN1CCC(Cc2ccccc2)CC1)[C@@H](O)c1ccc(O)cc1 the results were Arr AP2 block 4, PKA-R1A act 7, MOR-DOR inv ag -1, OPRM1-OPRD1 ag 0.2, Tat export inh -10, SUMO Mot1 rescue 332, PfHsp90 set2 12, E coli growth -1.5, phage Ecoli inh 3.2, DSG3 Ab inh 112 and AddAB inh 0.3.
O=C(N/N=C/c1cccc([N+](=O)[O-])c1)c1cccc2cc[nH]c12 was read as Arr AP2 block 35, PKA-R1A act -4, MOR-DOR inv ag -21, OPRM1-OPRD1 ag 3.7, Tat export inh -4, SUMO Mot1 rescue 1, PfHsp90 set2 6, E coli growth -2.9, phage Ecoli inh 3.6, DSG3 Ab inh 103 and AddAB inh -2.6.
`CS(=O)(=O)c1ccc(C(=O)N2CCN(Cc3ccccc3)CC2)cc1` gave Arr AP2 block -4, PKA-R1A act 12, MOR-DOR inv ag 4, OPRM1-OPRD1 ag -0.8, Tat export inh 2, SUMO Mot1 rescue -15, PfHsp90 set2 3, E coli growth -1.8, phage Ecoli inh 5.2, DSG3 Ab inh 100 and AddAB inh 3.4.
`COC(=O)C1=C(N)Oc2cc(C)n(CC3CCCO3)c(=O)c2C1c1ccccc1` (stereo unspecified) gave Arr AP2 block 22, PKA-R1A act -8, MOR-DOR inv ag 10, OPRM1-OPRD1 ag -2.0, Tat export inh 2, SUMO Mot1 rescue -10, PfHsp90 set2 18, E coli growth 0.0, phage Ecoli inh 0.8, DSG3 Ab inh 98 and AddAB inh 3.2.
Screening CCOC(=O)CC1C(=O)NCCN1S(=O)(=O)c1ccc(C)cc1 (stereo unspecified) returned Arr AP2 block -12, PKA-R1A act 12, MOR-DOR inv ag 8, OPRM1-OPRD1 ag -1.6, Tat export inh -7, SUMO Mot1 rescue -4, PfHsp90 set2 -39, E coli growth -1.8, phage Ecoli inh 4.1, DSG3 Ab inh 99 and AddAB inh 2.6.
For Nc1c(S(=O)(=O)c2cccc(Cl)c2)c2nc3ccccc3nc2n1CCN1CCOCC1 the results were Arr AP2 block 4, PKA-R1A act 3, MOR-DOR inv ag 13, OPRM1-OPRD1 ag -2.8, Tat export inh 9, SUMO Mot1 rescue -6, E coli growth -0.2, phage Ecoli inh 0.3, DSG3 Ab inh 102 and AddAB inh 2.8.
For CCOC(=O)c1ccc(N2C(=O)CC(C3CCCO3)C2=O)cc1 (stereo unspecified) the results were Arr AP2 block 5, PKA-R1A act 1, MOR-DOR inv ag 9, OPRM1-OPRD1 ag -1.5, Tat export inh -10, SUMO Mot1 rescue -14, PfHsp90 set2 17, E coli growth 2.4, phage Ecoli inh 0.7, DSG3 Ab inh 96 and AddAB inh 1.9.
`Cc1ccc(N(CC(=O)NCC2CCCO2)S(C)(=O)=O)cc1Cl` (stereo unspecified) gave Arr AP2 block -5, PKA-R1A act 3, MOR-DOR inv ag 15, OPRM1-OPRD1 ag -2.7, Tat export inh -7, SUMO Mot1 rescue 1, PfHsp90 set2 12, E coli growth -1.7, phage Ecoli inh -0.1, DSG3 Ab inh 93 and AddAB inh 2.1.
Screening Cc1nn(Cc2ccccc2)c(C)c1C(=O)N1CCN(CC(=O)Nc2ccc(F)cc2)CC1 returned Arr AP2 block -2, PKA-R1A act 11, MOR-DOR inv ag -1, OPRM1-OPRD1 ag 0.4, Tat export inh 5, SUMO Mot1 rescue -6, PfHsp90 set2 -19, E coli growth 0.7, phage Ecoli inh 5.0 and AddAB inh 1.4.
COc1ccc2nc(C)cc(SCC(=O)N/N=C/c3ccc(O)c(O)c3)c2c1 was read as Arr AP2 block -2, PKA-R1A act 1, MOR-DOR inv ag -6, OPRM1-OPRD1 ag 1.2, Tat export inh 23, SUMO Mot1 rescue 29, PfHsp90 set2 13, E coli growth 0.2, phage Ecoli inh 4.8, DSG3 Ab inh 96 and AddAB inh 2.5.
Screening CCOC(=O)c1ccccc1NC(=O)CSc1nc2ccncc2[nH]1 returned Arr AP2 block 1, PKA-R1A act 5, MOR-DOR inv ag 6, OPRM1-OPRD1 ag -1.2, Tat export inh -16, SUMO Mot1 rescue 0, PfHsp90 set2 11, E coli growth 0.4, phage Ecoli inh 1.1 and AddAB inh 3.2.
For O=C(CSc1nnc(-c2ccc(F)cc2)c2ccccc12)Nc1ccccc1 the results were Arr AP2 block 4, PKA-R1A act -3, MOR-DOR inv ag -12, OPRM1-OPRD1 ag 2.5, Tat export inh -4, SUMO Mot1 rescue 12, PfHsp90 set2 -8, E coli growth 2.8, phage Ecoli inh 2.1 and AddAB inh 2.3.
`CC1CC(C)(C)NCCNC(C)CC(C)(C)NCCN1` (stereo unspecified) gave Arr AP2 block -4, PKA-R1A act -15, MOR-DOR inv ag 12, OPRM1-OPRD1 ag -2.5, Tat export inh -4, SUMO Mot1 rescue 2, PfHsp90 set2 -6, E coli growth -2.0, phage Ecoli inh 2.3, DSG3 Ab inh 102 and AddAB inh 2.2.
Screening COC(=O)c1cc2sc(Cl)cc2n1CC(=O)Nc1ccc(OC)c(OC)c1OC returned Arr AP2 block 8, PKA-R1A act 0, MOR-DOR inv ag -1, OPRM1-OPRD1 ag 0.2, Tat export inh -6, SUMO Mot1 rescue -18, PfHsp90 set2 -12, E coli growth -2.5, phage Ecoli inh -0.8, DSG3 Ab inh 77 and AddAB inh -1.7.
`FC(F)(F)c1cccc(NC(=S)NCC(c2cccnc2)N2CCOCC2)c1` (stereo unspecified) gave Arr AP2 block 36, PKA-R1A act -10, MOR-DOR inv ag 6, OPRM1-OPRD1 ag -1.2, Tat export inh -4, SUMO Mot1 rescue 5, PfHsp90 set2 -14, E coli growth -1.9, phage Ecoli inh 4.4, DSG3 Ab inh 101 and AddAB inh 1.1.
For CCOC(=O)N1CCN(C(=O)c2cc(COc3cccc(C(C)=O)c3)on2)CC1 the results were Arr AP2 block 26, PKA-R1A act 10, MOR-DOR inv ag 13, OPRM1-OPRD1 ag -2.4, Tat export inh -7, SUMO Mot1 rescue -4, PfHsp90 set2 -10, E coli growth 0.2, phage Ecoli inh -1.4, DSG3 Ab inh 98 and AddAB inh 0.4.
Screening O=C(CC(Cc1ccccc1)c1ccco1)NCc1ccco1 (stereo unspecified) returned Arr AP2 block 4, PKA-R1A act 10, MOR-DOR inv ag 5, OPRM1-OPRD1 ag -0.9, Tat export inh 10, SUMO Mot1 rescue -1, PfHsp90 set2 0, E coli growth 0.0, phage Ecoli inh 0.5 and AddAB inh 1.8.
`O=C(CC(c1ccccc1)c1ccccc1)N1CCN(c2ccccn2)CC1` gave Arr AP2 block 4, PKA-R1A act -4, MOR-DOR inv ag 7, OPRM1-OPRD1 ag -1.3, Tat export inh 5, SUMO Mot1 rescue 4, PfHsp90 set2 -12, E coli growth 1.7, phage Ecoli inh -1.4, DSG3 Ab inh 100 and AddAB inh -0.4.
`COc1ccc(C(O)(C2CCCCC2)C(CN2CCOCC2)c2ccccc2)cc1` (stereo unspecified) gave Arr AP2 block -5, PKA-R1A act -7, MOR-DOR inv ag -29, OPRM1-OPRD1 ag 5.0, Tat export inh 11, SUMO Mot1 rescue 143, PfHsp90 set2 4, E coli growth 2.9, phage Ecoli inh 1.7, DSG3 Ab inh 91 and AddAB inh 0.1.
`O=C(Nc1ccc(Cl)c(S(=O)(=O)N2CCOCC2)c1)c1n[nH]c(=O)c2ccccc12` gave Arr AP2 block 8, PKA-R1A act -2, MOR-DOR inv ag 2, OPRM1-OPRD1 ag -0.5, Tat export inh -3, SUMO Mot1 rescue 9, PfHsp90 set2 7, E coli growth 0.0, phage Ecoli inh 0.5 and AddAB inh 2.0.
Cn1c(=O)c2c(nc(CN3CCN(c4ccccc4F)CC3)n2CCCc2ccccc2)n(C)c1=O was read as Arr AP2 block 0, PKA-R1A act 0, MOR-DOR inv ag 5, OPRM1-OPRD1 ag -0.8, Tat export inh -3, SUMO Mot1 rescue 0, PfHsp90 set2 -1, E coli growth 0.8, phage Ecoli inh 3.7, DSG3 Ab inh 115 and AddAB inh -1.8.
For CCC(=O)Nc1ccccc1C(=O)N1CCN(Cc2ccccc2)CC1 the results were Arr AP2 block 26, PKA-R1A act -17, MOR-DOR inv ag 13, OPRM1-OPRD1 ag -2.9, Tat export inh 1, SUMO Mot1 rescue 22, PfHsp90 set2 -2, E coli growth -0.2, phage Ecoli inh 1.0, DSG3 Ab inh 115 and AddAB inh 3.7.
O=C(NCCCN1CCCC1=O)c1cc2c(s1)CCCCC2 was read as Arr AP2 block 1, PKA-R1A act 3, MOR-DOR inv ag 10, OPRM1-OPRD1 ag -1.9, Tat export inh -1, SUMO Mot1 rescue 547, PfHsp90 set2 -22, E coli growth 0.7, phage Ecoli inh 2.0, DSG3 Ab inh 100 and AddAB inh 0.4.

Sorted by formula weight (ascending): three of the compounds above.
`O=C(CC(c1ccccc1)c1ccccc1)N1CCN(c2ccccn2)CC1` gave Arr AP2 block 4, PKA-R1A act -4, MOR-DOR inv ag 7, OPRM1-OPRD1 ag -1.3, Tat export inh 5, SUMO Mot1 rescue 4, PfHsp90 set2 -12, E coli growth 1.7, phage Ecoli inh -1.4, DSG3 Ab inh 100 and AddAB inh -0.4.
`COC(=O)C1=C(N)Oc2cc(C)n(CC3CCCO3)c(=O)c2C1c1ccccc1` (stereo unspecified) gave Arr AP2 block 22, PKA-R1A act -8, MOR-DOR inv ag 10, OPRM1-OPRD1 ag -2.0, Tat export inh 2, SUMO Mot1 rescue -10, PfHsp90 set2 18, E coli growth 0.0, phage Ecoli inh 0.8, DSG3 Ab inh 98 and AddAB inh 3.2.
For Nc1c(S(=O)(=O)c2cccc(Cl)c2)c2nc3ccccc3nc2n1CCN1CCOCC1 the results were Arr AP2 block 4, PKA-R1A act 3, MOR-DOR inv ag 13, OPRM1-OPRD1 ag -2.8, Tat export inh 9, SUMO Mot1 rescue -6, E coli growth -0.2, phage Ecoli inh 0.3, DSG3 Ab inh 102 and AddAB inh 2.8.

Screens as filed in PubChem BioAssay.
